# esBAF inh: SWI/SNF esBAF complex inhibition; 350,000 compounds, 2% hits; mouse ES cells, Bmi1-luciferase knock-in reporter, 24 h; 100% = twice the neutral-well signal; reporter increase, % at 12.5 µM; in the data active = activation above about 40%; inconclusive = no clear call, values can overlap the other calls;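 also: 0% = median of the plate's neutral control wells and 100% = double that signal; a rise in the Bmi1 reporter signal indicates esBAF inhibition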
# PglD DTNB: PglD (C. jejuni) enzyme inhibition. purified PglD enzyme, DTNB colorimetric CoA detection. 360,000 compounds, 0.098% hits. inhibition, % at 12.5 µM; in the data active = inhibition above about 16%, passing the limit was not always enough; inconclusive = no clear call, values can overlap the other calls; also: strong numbers were not always called active
# RAD54 branch: blocks human RAD54 Holliday junction branch migration; Q92698; FAM/BHQ fluorescence; inhibition, % at 10.4 µM; 360,000 compounds, 0.14% hits;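 active = mean normalized replicate activity at least 40 and at least half of replicates scoring 40 or more; inconclusive = only one of the two criteria met; inactive = mean below 40 and under half of replicates reaching 40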;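 also: 0% = median of neutral control wells and 100% = median of positive control wells; inhibitors cause a drop in the FAM fluorescence signal; in these data hits start at about 50%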
# ERp5 block: ERp5 (human) disulfide isomerase inhibition. Q15084. 350,000 compounds, 0.05% hits. AID 651711. ERp5 insulin aggregation, absorbance 650 nm, 90 min. inhibition, % at 9.99 µM;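 active = mean replicate inhibition above about 25%, with every replicate also reaching it, limit read from the data, passing the limit was not always enough; inconclusive = only one of those two criteria met; inactive = neither criterion met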
# E-selectin induc: E-selectin induction on HUVECs | activation, % at 7.58 µM | P16581 | HUVEC E-selectin immunofluorescence imaging; normalized: neutral wells 0, TNF-alpha wells 100 | 260,000 compounds, 0.37% hits | AID 686992;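 active = mean E-selectin-positive cell signal at least 10% of the positive control, reached in at least 60% of replicates, without over 20% cell loss; inconclusive = no rule given, readout overlaps actives, possibly toxicity-flagged; inactive = the rest, including those meeting only one limit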;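 also: in these data hits start at about 27%; measured in HUVEC primary endothelial cells; signal is the percent of cells scored E-selectin positive by PE staining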
# Target sequence (P16581 whole entry, looked up): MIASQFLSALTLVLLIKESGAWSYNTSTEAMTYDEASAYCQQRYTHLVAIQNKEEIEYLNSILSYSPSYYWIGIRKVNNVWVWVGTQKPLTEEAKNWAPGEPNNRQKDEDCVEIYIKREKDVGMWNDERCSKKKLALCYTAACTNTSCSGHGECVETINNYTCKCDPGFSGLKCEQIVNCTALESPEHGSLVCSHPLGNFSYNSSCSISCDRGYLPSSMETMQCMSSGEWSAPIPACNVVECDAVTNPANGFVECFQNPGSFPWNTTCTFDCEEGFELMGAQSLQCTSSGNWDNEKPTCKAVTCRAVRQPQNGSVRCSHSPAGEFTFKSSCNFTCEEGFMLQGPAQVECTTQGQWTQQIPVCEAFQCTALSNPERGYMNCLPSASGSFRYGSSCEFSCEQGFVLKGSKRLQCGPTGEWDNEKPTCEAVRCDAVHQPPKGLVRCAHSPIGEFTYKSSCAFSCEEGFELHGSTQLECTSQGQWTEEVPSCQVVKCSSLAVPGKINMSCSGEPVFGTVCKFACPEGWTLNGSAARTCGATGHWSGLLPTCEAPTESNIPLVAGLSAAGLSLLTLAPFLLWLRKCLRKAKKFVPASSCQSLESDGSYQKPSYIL
#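 Assay system: HUVEC, human umbilical vein endothelial cells / Amount: 3,000 HUVEC/well / Controls: TNF-alpha positive control, DMSO neutral control / Compound dosing: single concentration / Medium: EGM-2 over gelatin coat / Evaluation: percent E-selectin-positive cells / Signal: immunofluorescence imaging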
# ARNT-TACC3 inh: disruptors of human ARNT/TACC3 interaction; 390,000 compounds, 0.66% hits; AlphaScreen His-ARNT PAS-B/GST-TACC3 binding, luminescence; TACC3 fragment carries E629A point mutation; inhibition, % at 9.99 µM; AID 623870; Q9Y6A5;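 active = mean inhibition of replicates at least 50% and at least half of replicates each reaching 50%; inconclusive = half or more replicates reach 50% but mean below 50%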;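 also: 0% = complete ARNT plus TACC3 wells and 100% = ARNT alone without TACC3; many hits fall short of the cut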
# RAD52 inh: RAD52 (human) annealing inhibition | 360,000 compounds, 0.46% hits | AID 651710 | inhibition, % at 18.7 µM | recombinant RAD52 DNA annealing, FRET fluorescence | P43351;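 active = every replicate showing at least 50% inhibition; inconclusive = mean inhibition at least 50% but not in every replicate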
# Target sequence (P43351 whole entry, looked up): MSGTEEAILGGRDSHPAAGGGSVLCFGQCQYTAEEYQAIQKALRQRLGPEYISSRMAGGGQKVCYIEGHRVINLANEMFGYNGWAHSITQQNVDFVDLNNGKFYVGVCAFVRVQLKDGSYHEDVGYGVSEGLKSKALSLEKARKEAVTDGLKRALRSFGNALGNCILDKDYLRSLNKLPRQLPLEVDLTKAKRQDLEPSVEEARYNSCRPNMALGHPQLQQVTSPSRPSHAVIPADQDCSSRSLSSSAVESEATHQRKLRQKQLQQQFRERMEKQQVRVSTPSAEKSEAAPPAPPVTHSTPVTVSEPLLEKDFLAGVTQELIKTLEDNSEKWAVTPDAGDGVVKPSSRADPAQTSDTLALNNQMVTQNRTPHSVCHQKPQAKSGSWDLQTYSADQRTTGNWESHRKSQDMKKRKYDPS
# Casp6 inh: caspase-6 (human) enzyme inhibition; P55212; purified caspase-6, Z-VEID-R110 cleavage fluorescence; inhibition, % at 12.5 µM; 350,000 compounds, 0.53% hits;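 active = mean inhibition across replicates at least about 35%, with every replicate also reaching that limit, limit read from the data; inconclusive = only one of the two criteria met; inactive = neither criterion met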;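 also: 0% = median of neutral control wells and 100% = no fluorescence left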
# Active calls of the source: *; ? = inconclusive; . = no result given. Compounds as they come. About 3.2% of those tested had a hit in this group.
SMILES,esBAF inh,PglD DTNB,RAD54 branch,ERp5 block,E-selectin induc,ARNT-TACC3 inh,RAD52 inh,Casp6 inh
CC(C)CNC(=O)CCCc1ccccc1,18,6,-1,.,.,0,.,.
O=C(C[C@@H]1CC[C@H]2[C@@H](COC[C@@H](O)CN2C(=O)Nc2ccc(Cl)c(Cl)c2)O1)NC1CCC1,2,0,0,-1,0.4,-7,0,0
COc1ccc(CN(C)C(=O)COC(=O)c2cc([N+](=O)[O-])ccc2N2CCCC2)c(OC)c1OC,-4,-5,-5,8,.,8,-17,2
Cc1cccc(C)c1NC(=O)CN(C)C(=O)c1cc([N+](=O)[O-])ccc1N1CCOCC1,2,7,5,4,-0.1,-6,-15,1
COC(=O)c1ccc(C2C(C(=O)c3cc4ccccc4o3)=C(O)C(=O)N2c2cc(C)on2)cc1 (centres undefined),13,-2,-23,2,.,-28,-26,1
Nc1nnc(CCCCCc2nnc(N)s2)s1,.,.,.,3,.,10,-15,-1
O=C1CC(C(=O)N2CCc3ccccc32)CN1c1ccc(F)cc1 (centres undefined),-6,3,7,-5,-0.1,28,-5,-1
Cn1cccc1CC(=O)N/N=C/C=C/c1ccccc1,.,.,.,-4,-0.2,4,-8,4
O=C(COC(=O)CCS(=O)(=O)c1ccccc1)NNC(=O)c1ccc([N+](=O)[O-])cc1,-2,4,1,1,-0.1,.,2,2
COc1ccc(S(=O)(=O)N2CCN(C(=O)CN3C(=O)NC(C)(c4ccc5ccccc5c4)C3=O)CC2)cc1 (centres undefined),-6,.,.,-2,0.1,2,-56,-2
COc1ccc2[nH]c(=O)c(CNc3cccc(C)c3)cc2c1,56*,3,9,.,.,1,.,.
O=C(O)CSc1nc2ccccc2nc1Cc1ccccc1F,.,.,.,3,0.0,-10,-6,3
Clc1ccccc1-c1nc2nc3ccccc3nc2n1-c1ccc2c(c1)OCO2,.,-4,-4,0,-0.2,7,-5,-2
COc1cccc(C#Cc2ccc([C@H]3[C@@H](C#N)N(C(=O)c4ccccn4)[C@@H]3CO)cc2)c1,-10,0,-3,5,-0.3,4,14,0
Clc1ccc(Cn2ccc(C3CC3)n2)cc1,.,.,.,4,0.8,7,-11,-2
Cc1cc(C)c2[nH]c(=O)c(C(c3nnnn3Cc3ccc4c(c3)OCO4)N3CCCC3)cc2c1 (centres undefined),-7,1,-4,.,.,7,.,.
COc1ccc(OC)c(NC(=O)C2CC(=O)N(c3ccc(Br)cc3)C2)c1 (centres undefined),-3,4,-3,.,.,21,.,.
CCN1C(=O)[C@H]2[C@@H](c3ccc(C)cc3)N3C(=O)N(c4cccc(Cl)c4)C(=O)[C@@]3(Cc3ccc(Cl)cc3)[C@H]2C1=O,-8,-2,1,3,-0.2,-4,-7,4
Cc1ccc(C(=O)NCC(=O)O)o1,.,.,.,-1,.,-10,-3,0
CCn1c(COc2ccccc2C(N)=O)nc2ccccc21,0,6,-3,.,.,1,.,.
O=C(NC1CC2CCC(C1)N2Cc1ccccc1)c1ccccc1Cl (centres undefined),-2,0,-1,2,2.0,-5,-3,-4
O=C(CN1Cc2ccccc2C1=O)Nc1ccc2c(c1)OCCO2,-1,0,-8,-6,.,-2,-7,-1
CC(=O)N[C@@H]1[C@@H](O)[C@@H]2OC(c3ccccc3)OC[C@H]2O[C@@H]1N=[N+]=[N-] (some centres undefined),-5,0,-7,6,0.0,1,-10,-2
Cc1cc(C)n2nc(-c3sccc3-n3cccc3)cc2n1,6,2,-6,.,.,-1,.,.
NS(=O)(=O)c1ccc(NC(=O)C(Sc2ccccc2)c2ccccc2)cc1 (centres undefined),4,3,6,1,.,-1,-13,4
COc1ccc(-n2c(-c3ccc(Cl)cc3)c[n+]3c2CCc2ccccc2-3)cc1,-83,.,.,2,.,0,21,0
CC1CCN(C(=O)CCn2c(=O)oc3ccc(Cl)cc32)CC1,8,0,7,3,-0.2,.,-9,-1
O=c1[nH]nc(Cc2ccc(-c3ccccc3Cl)o2)c2ccccc12,15,0,-17,.,.,-3,.,.
CNC(=O)C[C@H]1CC[C@@H]2[C@H](COC[C@H](O)CN2S(=O)(=O)c2ccc(Oc3ccccc3)cc2)O1,-2,-1,-6,3,0.1,-9,12,-1
C[C@@H]1CN([C@H](C)CO)C(=O)c2cc(NS(=O)(=O)c3ccc(F)cc3)ccc2O[C@H]1CN(C)C(=O)Nc1ccc(F)cc1,-5,1,1,-3,0.5,-9,15,.
CCOc1ccc(Nc2nc(N)c([N+](=O)[O-])c(N3CCOCC3)n2)cc1,2,-15,-6,2,.,-4,-16,1
C[C@@H](c1ccccc1)N1C[C@@H](COCc2ccccc2)Oc2cc(N3CC[C@@H](N(C)C)C3)ccc2S1(=O)=O,.,.,.,2,0.8,.,-12,-3
CC1CC(C)CN(C(=O)COC(=O)c2c[nH]c3ccccc23)C1 (centres undefined),7,-7,-1,-2,0.9,.,-16,2
COc1ccc(NC(=O)C2CCN(S(=O)(=O)c3cccnc3)CC2)cc1Cl,-7,-3,2,2,0.7,-2,21,-9
O=C(c1ccc2c(c1)CCN2S(=O)(=O)c1ccccc1)N1CCN(c2ccccc2F)CC1,-2,-6,-4,0,.,-2,-20,0
COc1coc(C(O)C[N+](=O)[O-])cc1=O (centres undefined),-3,.,.,1,0.2,6,-30,1
O=C(OC1CCc2ccccc2C1=O)c1ccccc1O (centres undefined),46*,-1,-9,.,.,0,.,.
COc1ccc(C(=O)OCC(=O)Nc2c(C)cccc2C)cc1,1,.,.,0,0.1,-6,-10,0
CCOc1ccccc1OCC(=O)Nc1ccccc1C(=O)NC1CC1,.,-1,-2,3,.,-3,-1,-3
CN(NC(=O)Nc1ccccc1)c1cnn(C)c(=O)c1Cl,.,6,1,-5,0.1,1,-11,4
COCCCN1C(=O)C(=O)/C(=C(/O)c2ccc(S(=O)(=O)N3CCOCC3)cc2)C1c1ccc(C(C)C)cc1 (centres undefined),-2,0,-6,7,-0.8,-3,-4,1
CCC1(C)CC(=O)N(c2ccc(F)c(Cl)c2)C(=O)C1,-8,-4,-5,-1,-0.1,-11,-2,.
Cn1c(SCC(=O)N/N=C/c2cccnc2)nnc1-c1ccccc1,.,3,4,0,.,-4,2,-1
C=CCN=C1NC(c2ccccc2C(F)(F)F)C(C(=O)OC)=C(C)N1Cc1ccc(C(F)(F)F)cc1 (centres undefined),.,.,.,7,0.1,.,-32,1
COc1cccc(CNC(=O)CSc2nnc3c(n2)[nH]c2ccc(F)cc23)c1,-6,4,4,-2,-0.2,3,-5,1
CCc1cccc(NC(=O)C2CCCN2S(=O)(=O)c2ccccc2C(F)(F)F)c1 (centres undefined),2,6,3,9,0.1,4,-25,-8
CCCNC(=S)NNC(=O)c1cccs1,.,.,.,-1,0.4,0,-8,0
CCOc1ccc(N2CC(C(=O)NCc3ccco3)CC2=O)cc1 (centres undefined),-3,-1,-3,-11,-0.2,2,-19,-1
COCC#Cc1cnc2c(c1)C(=O)N([C@H](C)CO)C[C@@H](C)[C@@H](CN(C)C)O2,5,-1,-6,-11,0.1,0,-2,0
C[C@@H]1CN([C@H](C)CO)S(=O)(=O)c2ccc(C#Cc3cccnc3)cc2O[C@@H]1CN(C)CC1CCOCC1,-1,8,-8,-2,-0.4,-6,17,1
COc1cc(OC)c2c(-c3ccccc3)cc(=O)oc2c1C(CCN1CCCC1)c1ccc2c(c1)OCO2 (centres undefined),-5,2,-8,0,.,22,-42,-4
CCOC(=O)C1=CC[C@@H](c2ccc(OC)cc2)[C@@H]1C(=O)c1ccccc1,.,1,2,5,.,-7,-15,9
C[C@@H]1CN([C@@H](C)CO)C(=O)Cc2cc(NC(=O)C3CCCCC3)ccc2O[C@@H]1CN(C)Cc1ccncc1,4,15,-2,0,16,7,-10,-1
Cn1c(C(=O)N2CCN(c3cccc(C(F)(F)F)c3)CC2)cc2sccc21,0,-5,1,.,.,8,.,.
CN(c1ccccc1)S(=O)(=O)c1cccc(C(=O)Nc2ccc(N3CCOCC3)cc2)c1,.,3,4,-2,-0.1,10,-8,0
O=C(O)c1cc(=O)[nH]c2ccc(S(=O)(=O)Nc3ccc(F)cc3)cc12,-3,1,4,1,-0.1,-20,0,1
Cc1cccc(C2Nc3ccccc3C(=O)N2c2ccccc2)n1 (centres undefined),2,3,-6,0,.,-1,-2,5
CCc1nc2ccc(C(=O)NCc3ccccc3)cc2nc1CC,.,.,.,3,6.1,20,-5,-1
C[C@H](CO)N1C[C@H](C)[C@H](CN(C)Cc2ccc(C(=O)O)cc2)Oc2ccc(NC(=O)Nc3ccc(F)cc3)cc2C1=O,-1,6,1,-1,-2.2,12,11,-2
CC(C)CC#Cc1ccc2c(c1)O[C@H](CN(C)C(=O)c1cccnc1)[C@H](C)CN([C@H](C)CO)S2(=O)=O,0,1,2,8,.,3,-4,-1
# Other entries
SMILES,esBAF inh,PglD DTNB,RAD54 branch,ERp5 block,E-selectin induc,ARNT-TACC3 inh,RAD52 inh,Casp6 inh
C[C@@H]1CN([C@H](C)CO)C(=O)c2cccc(NC(=O)c3ccncc3)c2O[C@H]1CN(C)Cc1ccc(C(=O)O)cc1,6,6,-8,6,.,-10,1,3
Cc1ccc(C)c(NC(=S)NCCCN2CCOCC2)c1,.,.,.,0,-1.5,4,6,-1
Cc1ccc(OCC(=O)NNC(=O)CSc2ncnc3sc(C)c(C)c23)cc1,.,.,.,-31,-0.6,-11,-4,-1
COc1ccc(CCN(C)C(=O)CCNC(=O)c2ccc(Br)cc2)cc1OC,-9,5,-6,5,-0.9,-6,4,3
O=C(OCc1nnc(-c2cccs2)o1)C1=NN(c2ccccc2)C(=O)CC1,7,1,-18,2,-0.8,0,-6,2
COCC#Cc1ccc2c(c1)O[C@H](CN(C)S(C)(=O)=O)[C@H](C)CN([C@@H](C)CO)S2(=O)=O,-3,1,-1,-1,0.1,-6,1,2
Cc1ccn2c(=O)nc(SCC(=O)N3N=C(c4cccs4)CC3c3ccc(F)cc3)nc2c1 (centres undefined),.,-1,-3,-2,3.0,0,-24,2
CCCNC(=O)N1[C@H](CO)[C@H](c2ccccc2)C12CN(C(=O)CC)C2,.,.,.,8,0.2,.,-4,-1
O=c1c2c(nc3n1CCCCC3)-c1ccccc1CC21CCCCC1,1,13,1,.,.,2,.,.
COc1ccccc1OC(C)C(=O)N1CCC(Cc2ccccc2)CC1 (centres undefined),-1,-4,-4,9,0.1,-4,-6,-2
NC(=O)NC(=O)CN1c2cccc3cccc(c23)S1(=O)=O,-2,3,2,-1,0.4,6,-13,.
ClC(CCN1CCN(Cc2ccccc2)CC1)c1ccccc1 (centres undefined),.,.,.,3,?,2,-14,2

# 3 structures already listed, sorted by heavy-atom count, high to low.
SMILES,esBAF inh,PglD DTNB,RAD54 branch,ERp5 block,E-selectin induc,ARNT-TACC3 inh,RAD52 inh,Casp6 inh
COc1cccc(CNC(=O)CSc2nnc3c(n2)[nH]c2ccc(F)cc23)c1,-6,4,4,-2,-0.2,3,-5,1
CCCNC(=O)N1[C@H](CO)[C@H](c2ccccc2)C12CN(C(=O)CC)C2,.,.,.,8,0.2,.,-4,-1
CC1CC(C)CN(C(=O)COC(=O)c2c[nH]c3ccccc23)C1 (centres undefined),7,-7,-1,-2,0.9,.,-16,2

# Screens: PubChem, Broad Institute
